ALOX12 inh = blocks human arachidonate 12S-lipoxygenase; P18054; purified 12hLO, xylenol orange hydroperoxide absorbance; Potency, µM (series often up to 108 µM), without a hit: top-dose activity change, negative = inhibition, most hits filed as inhibitors; 1.1% of 580,000 active; AID 1671190; active = well fitted inhibition curve with a large enough effect; inconclusive = small, poorly fitted or top-dose-only effect, or another doubt; inactive = no such curve, though single readings can be large or run the other way
Target sequence (P18054 whole entry, looked up): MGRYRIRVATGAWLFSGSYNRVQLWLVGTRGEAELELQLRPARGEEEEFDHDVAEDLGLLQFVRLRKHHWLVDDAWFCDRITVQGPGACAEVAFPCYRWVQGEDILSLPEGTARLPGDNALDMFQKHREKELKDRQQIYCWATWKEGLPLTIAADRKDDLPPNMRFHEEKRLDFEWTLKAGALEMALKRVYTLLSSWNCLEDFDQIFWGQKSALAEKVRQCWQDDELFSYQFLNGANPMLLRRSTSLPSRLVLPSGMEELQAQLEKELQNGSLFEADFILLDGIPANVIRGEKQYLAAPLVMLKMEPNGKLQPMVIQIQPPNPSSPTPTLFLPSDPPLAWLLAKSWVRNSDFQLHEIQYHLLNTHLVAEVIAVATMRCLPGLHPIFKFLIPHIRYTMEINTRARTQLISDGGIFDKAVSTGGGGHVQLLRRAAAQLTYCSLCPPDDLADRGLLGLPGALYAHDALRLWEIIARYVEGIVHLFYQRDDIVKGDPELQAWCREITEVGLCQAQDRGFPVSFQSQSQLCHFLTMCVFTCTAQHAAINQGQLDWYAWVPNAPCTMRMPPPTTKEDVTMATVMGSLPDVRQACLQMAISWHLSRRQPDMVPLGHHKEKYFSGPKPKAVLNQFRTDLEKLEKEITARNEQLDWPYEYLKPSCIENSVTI
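Hydroperoxide product was detected by ferrous iron/xylenol orange as the 573 to 405 nm absorbance ratio. Arachidonic acid at 40 uM (final) was turned over for 30 min at room temperature by 150 nM human 12hLO, pH 7.0 Hepes buffer, after 15 min compound preincubation.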
The depositor's hits bear a star; ? = inconclusive; & = joins results of further samples; [ ] = another dose, or the depositor's remark. % is scaled to controls: 0 for no effect and ±100 for the full control effect; potency is read from the fitted curve at half-maximal effect. A portion of the library; the hit share may differ from the screen's.

Molecule,ALOX12 inh
O=C(Nc1cccc(Cl)c1)N[C@H]1C[C@H]2C(=O)NC[C@@H](CCC(=O)N3CCc4ccccc43)N2C1,5.1%
C=CCNC(=O)[C@@H]1CCCN1[C@@H](C(=O)NC)c1ccccc1F,?
COCCN1Cc2[nH]nc(-c3cccc(COC)c3)c2CC1=O,?
CN(C)C(=O)N1Cc2ccccc2OC2(CCN(C(=O)Cc3csc(N)n3)CC2)C1,34.7%[activator]
c1ccc(Nc2cnc3ccc(N4CCOCC4)nn23)cc1,17.3%[176 µM]
Cc1noc2ccc(-c3ccc(CO)cc3)nc12,7.1%[176 µM]
O=C(c1ccncc1)N1CCC2(CC1)CC(c1ccccc1)C(=O)N(C1CC1)C2 (centres undefined),34.0%[activator]
CC(=O)N1CCN(c2nc3c(s2)CC(C(=O)NCCC2CCN(C)CC2)CC3)CC1 (centres undefined),42.3%[activator]
CCNC(=O)N1CC(C(=O)NCc2cccc(C)c2)CC(c2ccc(F)c(C)c2)C1 (centres undefined),?
COC[C@H]1CCCN1[C@@H]1[C@H](O)[C@H](CO)O[C@@H]1CNCc1cccc(Cl)c1,20.0%
COc1ccc(CCC(=O)NCC2Cn3cccc3C(=O)N2C)cc1 (centres undefined),6.1%
COC[C@H]1CCCN1Cc1nc(C2(O)CCN(CC(C)C)CC2)cs1,23.1%[176 µM]
CN(C)C(=O)CN1C(=O)CO[C@H](c2ccc(NC(=O)Nc3ccccc3)cc2)[C@H]1CO,1.5%[176 µM]
O=C1CC(c2ccccc2)N(C(=O)CNC(=O)c2ccncc2)CCCCCCN1 (centres undefined),4.1%
CCOCCOC1CCN(S(=O)(=O)c2cnn(CC)c2)CC1,5.4%
CC(C)n1cc(C(=O)N2CC[C@H](N3CCOCC3)[C@H](CCC(=O)O)C2)cn1,63.8%
CN1C(=O)CCC2(CNC(=O)C3CCC3)CCCC=C12 (centres undefined),19.2%
C=CCNC(=O)C1CCCN(S(C)(=O)=O)CCC(=O)NCC1 (centres undefined),23.3%
CC(=O)N1CCN(CC[C@H]2CN(C(=O)c3ccc(C(F)(F)F)cc3)CC[C@H]2CC(=O)O)CC1,4.9%
O=C(Cc1ccccc1F)NC1CCN(c2cc(-c3ccccc3)[nH]n2)CC1,77.2%[activator]
CC(C)NC(=O)N1CCC2(CC1)CN(C(=O)c1cccc3[nH]ccc13)Cc1ccccc1O2,2.1%[6.33 µM]
COc1ccc(CN2CCOc3nc(-c4cccc(NC(C)=O)c4)ncc3C2=O)cc1,8.8%[176 µM]
Cc1ccc(C)c(S(=O)(=O)N2CCCCC2c2noc(COCC3CC3)n2)c1 (centres undefined),26.2%
COCCNC(=O)c1ccc(-c2ncc3cnc(-c4cccc(F)c4)cn23)cc1,?
O=C1CCCCC(Cc2ccccc2)(C(=O)Nc2cccnc2)N1 (centres undefined),43.6%[activator]
COC(=O)CNC(=O)N1CCC(c2nc(CCOc3ccc(F)cc3)no2)C1 (centres undefined),7.8%
COc1ccccc1CN1CCN(C(=O)CCC[C@H]2NC[C@@H]3C[C@H]2CN(Cc2ccccc2)C3)CC1,?
O=C1COCCN1C1CCN(Cc2cccnc2)CC1,10.4%&7.4%[12.5 µM]
NC(=O)Cn1ccc2cc(OCC3CCN(C(=O)CCc4ccccc4)CC3)cnc21,-38.6%[176 µM]
COC(=O)c1ccc(CN2C[C@H](Sc3ccccn3)C[C@H]2C(=O)N(C)C)cc1,?
CC(=O)NC1(C)CCCN(Cc2cccc(-c3cccc(F)c3)c2)C1 (centres undefined),-0.5%[176 µM]
O=C(c1ccoc1)N1CCC(c2n[nH]c(=O)n2-c2ccccc2)CC1,7.1%
CC(C)N1CCN(C(=O)c2ccc(N3CC4CC(C3)[C@H]3CCCC(=O)N3C4)nc2)CC1 (some centres undefined),50.3%[activator]
CO[C@@H]1COCC[C@H]1NC(=O)c1cccc(Oc2ccccc2)c1,12.0%
Cc1ccc(CNC(=O)[C@H]2CCC[C@H]2NC(=O)c2ccncc2)cc1,28.9%
CCOc1ccccc1CNC(=O)c1cc2n(n1)CC(c1ccc(Cl)cc1)OC2 (centres undefined),-4.8%
CN(C)Cc1cn2c(=O)n(C)cc(-c3ccc(F)c(Cl)c3)c2n1,26.7%[176 µM]
COC(=O)[C@H](CC(C)C)N(CCCc1cn(Cc2ccc(C)cc2)nn1)S(=O)(=O)c1ccccc1Br,-13.3%
Cc1noc(-c2ccc(C(C)(C)C)cc2)c1C(=O)NCCOc1ccccc1,16.3%
COc1cncc([C@@H](NC(=O)CCN2CCCCO2)C2CC(O)C2)c1 (some centres undefined),30.5%&4.2%[activator]
COc1ccccc1NC(=O)[C@@H]1COCC(=O)N1Cc1ccc(OC)c(OC)c1,28.5%
Cc1nnc2n1C(C)CN(C(=O)CCc1nc(-c3ccncc3)no1)C2 (centres undefined),-9.6%
CC(COc1ccc(C(F)(F)F)cc1)CN1CCC(C(O)(c2ccccc2)c2ccccc2)CC1 (centres undefined),-4.5%
CC(=O)Nc1nc2c(s1)C[C@@H]1[C@](C)(CO)[C@H](O)CC[C@@]1(C)[C@@H]2CC(=O)N1CCOCC1,?
Cn1nccc1CN1CCC2(CC1)CC(=O)Nc1ccccc1O2,10.6%[176 µM]

Further records.
smiles | ALOX12 inh
COCCN1C(=O)CS(=O)(=O)C12CCN(C(=O)Cc1cccc(F)c1)CC2 | 15.1%
COC1C(=O)N(C2CCN(C(=O)c3cnccn3)CC2)C12CCOCC2 (centres undefined) | 27.5%
Cc1ccc(C(=O)N2C[C@@H](Oc3ccccc3)C[C@H]2C(=O)N2CCOCC2)cn1 | 21.8%
O=C(C1CCCC1)N1CCC(c2noc(-c3ccncc3)n2)C1 (centres undefined) | -4.7%
O=C(NCc1cccc(Cl)c1)C1CN(c2ccc(F)cc2)C(=O)N1 (centres undefined) | 30.2%[activator]
CC[C@H]1CN(C(=O)C(C)(C)C)CC[C@H]1CC(=O)O | 4.3%[176 µM]
COC[C@@H]1CN(C(=O)Cc2ccccc2C)C[C@H]1c1ccncc1 | 40.0%[activator]
Nc1nonc1-n1nnc(C(=O)N/N=C/c2cc(Cl)ccc2O)c1CN1CCCCCC1 | -1.7%
CCN1c2cc(C(=O)Nc3ccc(F)c(Cl)c3)ccc2C(=O)N2CCCCCC21 (centres undefined) | 2.3%
Cc1ccccc1CNC[C@H]1O[C@@H]2C[C@@H](CC(=O)NCc3cnn(C)c3)O[C@@H]2[C@@H]1O | 1.3%[176 µM]
CN1CCC(O)(CCn2cnc(-c3ccccc3)c2-c2ccsc2)CC1 | 33.9%[activator]
O=C(c1cccc(Cl)c1)N1CCC2(CC1)CCN(Cc1cccs1)c1ccccc1O2 | 28.0%
COCCNC(=O)[C@H]1C[C@H](Oc2ccccc2)CN1Cc1sccc1C | 39.1%[activator]
Cc1ccc(-c2noc([C@@H]3C[C@H](NC(=O)COc4ccccc4)CN3C)n2)cc1 | ?
Cc1ccc(-n2cccc2CC(=O)N(C)Cc2ccco2)cc1 | ?
COc1cccc(CNC(=O)CCC2CCN(C(=O)c3ccccc3F)CC2)c1OC | 13.9%
CN(C)c1ccc(C(=O)NC[C@H]2O[C@@H](CO)[C@@H](O)[C@H]2N(C)Cc2ccccc2)cc1 | -2.1%
O=C(O)CCNc1c(-c2ccc(F)cc2)nc2cnccn12 | 35.5µM*
CNC(=O)[C@@H]1C[C@@H](N)CN1S(=O)(=O)c1ccc2c(c1)OCCCO2 | 20.1%
O=C(Nc1ccc([C@@H](O)[C@H]2COCC(=O)N2CC2CC2)cc1)c1ccc(F)cc1 | 28.8%[176 µM]
CCc1ccc(CN(C)C(C(=O)O)c2c(OC)cccc2OC)nc1 (centres undefined) | 152.4%[activator]
CN1C[C@H](C(=O)NCc2ccccc2)C[C@H]1c1cccc(C(F)(F)F)c1 | 9.6%[176 µM]
O=C(Nc1cccc(Cl)c1F)N1CCC(Oc2ncccc2C(=O)N2CCOCC2)C1 (centres undefined) | 25.8%
COc1cc(=O)n2c(c1C(=O)NCc1ccc(F)cc1)CCCC2 | -3.4%
O=C(Nc1ccc(F)cc1)c1cc2n(n1)CC(c1ccc(Br)cc1)OC2 (centres undefined) | 1.2%
COc1ccc(CN2CC[C@H]3COC(=O)N3c3ccccc3C2)cc1 | 13.4%[176 µM]
Cc1ccc(-n2nc(C)c([C@@H]3C=C[C@@H](NC(=O)NC(C)C)C3)c2C)cc1Cl | -1.7%[176 µM]
CC(C)(C)NC(=O)CN1C(=O)NC2(CCC(C(C)(C)C)CC2)C1=O (centres undefined) | -12.3%
Cc1cn2nc(C(=O)Nc3ccc(N(C)C)cc3)cc2c(N2CCCC2)n1 | ?
O=C1CCN(C(=O)CC2C(=O)NCCN2Cc2ccccc2F)CCN1 (centres undefined) | 6.6%
Cc1nnc2n1CCC(N(C)C(=O)NC1CCCC1)CC2 (centres undefined) | 4.8%
CCN1C(=O)C(c2nnnn2-c2c(C)cccc2C)N(CCc2ccccc2)C1=O (centres undefined) | -29.6%
c1cc(-c2ccsc2)n2nc(C3CCC3)nc2n1 | 0.6%
Cc1ccccc1S(=O)(=O)N1CCC(CCC(=O)Nc2cccnc2)CC1 | -11.3%
O=C(O)c1cccc(C2CCCN(C(=O)CCCn3ccnc3)C2)c1 (centres undefined) | ?
O=C1Cc2c(-c3cccc4ccccc34)n[nH]c2CN1CCOc1ccccc1 | 1.4%[176 µM]
Fc1cccc(-c2cnc(Nc3cnccn3)c3c2CCO3)c1 | 42.9%[activator][176 µM]
CN(Cc1ccccc1C(F)(F)F)S(=O)(=O)NCc1ccccc1 | 13.3%
CN1CC(=O)N(C2CCC2)Cc2c(NCC(C)(C)C)ncnc21 | -3.9%[176 µM]
CC(C)NC(=O)N(C1CCOCC1)C1CN(S(=O)(=O)Cc2ccccc2F)C1 | 45.1%[activator]

Another view of part of the listing above:
ALOX12 inh	Molecule
152.4%[activator]	CCc1ccc(CN(C)C(C(=O)O)c2c(OC)cccc2OC)nc1 (centres undefined)
9.6%[176 µM]	CN1C[C@H](C(=O)NCc2ccccc2)C[C@H]1c1cccc(C(F)(F)F)c1
25.8%	O=C(Nc1cccc(Cl)c1F)N1CCC(Oc2ncccc2C(=O)N2CCOCC2)C1 (centres undefined)
-3.4%	COc1cc(=O)n2c(c1C(=O)NCc1ccc(F)cc1)CCCC2
1.2%	O=C(Nc1ccc(F)cc1)c1cc2n(n1)CC(c1ccc(Br)cc1)OC2 (centres undefined)

Next compounds
smiles | ALOX12 inh
Cc1cc(Cl)ccc1NC(=O)N1CCCC1c1nncn1-c1ccccc1 (centres undefined) | 32.4%
CCn1cnc(NC(=O)NC2CCN(Cc3cccnc3)CC2)n1 | 46.2%[activator]
COCC(=O)N[C@H]1CC[C@]2(C)CC[C@@H]3[C@H](OC(=O)[C@H]3C)[C@H]2[C@@H]1C | 7.5%[176 µM]
O=C(O)[C@]12CCCN[C@@H]1CCN(Cc1ccc(-c3ccccn3)cc1)C2 | 11.2%
CCC(=O)N1Cc2ccccc2CC2(CCCN2CC2CCOCC2)C1 (centres undefined) | 7.8%[6.33 µM]
Cc1ccc(C(=O)N2CCCC3(CCNCC3)CC2)cc1Cl | ?
O=C(c1ccno1)N1C[C@@H]2OCC(=O)N(Cc3ccccc3)[C@@H]2C1 | 56.8%[activator][176 µM]
CCOc1ccccc1NC(=O)Cn1ccn2nc(-c3ccc(F)cc3)c(CO)c2c1=O | 5.6%

Copied from the list.
Entry for CCC(=O)N1Cc2ccccc2CC2(CCCN2CC2CCOCC2)C1 (centres undefined) under ALOX12 inh: 7.8%[6.33 µM]
Entry for CCOc1ccccc1NC(=O)Cn1ccn2nc(-c3ccc(F)cc3)c(CO)c2c1=O under ALOX12 inh: 5.6%

(continued)
smiles | ALOX12 inh
CCC(=O)N1Cc2ccccc2CC2(CCCCN2CC)C1 (centres undefined) | 56.5%[activator][176 µM]
O=C1Nc2ccccc2C2(CCN(C(=O)c3cccnc3)C2)O1 (centres undefined) | 56.9%[activator][176 µM]
O=C1CN(C(=O)c2cnc3ccccn3c2=O)CCN1Cc1ccc(F)cc1 | 48.4%[activator]
Cc1ccc(-n2c(C3CCN(C(=O)c4ccc(C)nc4)CC3)n[nH]c2=O)cc1 | 0.9%
CC(=O)N1CCCC(c2nn(-c3ccc(F)cc3)c(=O)[nH]2)C1 (centres undefined) | 2.7%[176 µM]
CC(=O)Nc1ccc(S(=O)(=O)Nc2ccc3n(c2=O)C[C@H]2C[C@@H]3CN(C(=O)NC3CCCCC3)C2)cc1 | ?
Cc1noc(C)c1S(=O)(=O)N1CCC(Cc2nc(-c3ccncc3)n[nH]2)C1 (centres undefined) | 46.9%[activator]
CN(CC1CCOC1)C(=O)Nc1cccc(C(F)(F)F)c1 (centres undefined) | 46.5%[activator]
COc1ccccc1Nc1ncc2c(n1)CN(C(=O)c1cc3ccccc3n1C)CCN2 | ?
Cc1ccccc1-c1cnc2[nH]cc(CC(=O)NC3CCOCC3)c2c1 | 6.0%[176 µM]
Cc1cnc(C(=O)NC2C[C@H]3CC[C@@H](C2)N3C(=O)CC2CCCCC2)cn1 (some centres undefined) | -1.4%
COc1ccccc1CNc1ncnc2sc(C(=O)N(C)C(C)C)c(C)c12 | 13.2%
Cc1ccc(CN2CCOc3cc([S+](N)(=O)[O-])ccc3C2)c(F)c1 | 2.8%[176 µM]
CNC(=O)[C@H]1C[C@H](Oc2ccccc2)CN1S(=O)(=O)c1cccc(OC)c1 | 48.3%
Cc1cccc(C)c1NC(=O)CN1C(=O)NC(c2ccc(Cl)cc2)C2=C1COC2=O (centres undefined) | 11.0%
Cc1cc(C)cc(NC(=O)N2CCCC2c2nncn2C2CCCC2)c1 (centres undefined) | 11.9%
Cc1ccccc1NC1CCn2c(nc(C)c2C(=O)Nc2ccc(F)cc2)C1 (centres undefined) | 19.2%[176 µM]
COc1ccc(C(=O)N2CCc3nc(C)nc(-c4ccc(OC)cc4)c3C2)cc1 | ?
O=C(NCc1nncn1CCc1ccccc1)C1NCCc2[nH]cnc21 (centres undefined) | 136.7%[activator]
